# PPARg SRC1 recr: promotes SRC-1 coactivator recruitment by human PPARgamma | PPARgamma-SRC-1 coactivator recruitment biochemical assay | activation, % at 8 µM | 200,000 compounds, 0.41% hits; in the data active means activation above about 19%;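 further: 0% = DMSO and 100% = reference agonist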
# Target sequence (P37231 whole entry, looked up): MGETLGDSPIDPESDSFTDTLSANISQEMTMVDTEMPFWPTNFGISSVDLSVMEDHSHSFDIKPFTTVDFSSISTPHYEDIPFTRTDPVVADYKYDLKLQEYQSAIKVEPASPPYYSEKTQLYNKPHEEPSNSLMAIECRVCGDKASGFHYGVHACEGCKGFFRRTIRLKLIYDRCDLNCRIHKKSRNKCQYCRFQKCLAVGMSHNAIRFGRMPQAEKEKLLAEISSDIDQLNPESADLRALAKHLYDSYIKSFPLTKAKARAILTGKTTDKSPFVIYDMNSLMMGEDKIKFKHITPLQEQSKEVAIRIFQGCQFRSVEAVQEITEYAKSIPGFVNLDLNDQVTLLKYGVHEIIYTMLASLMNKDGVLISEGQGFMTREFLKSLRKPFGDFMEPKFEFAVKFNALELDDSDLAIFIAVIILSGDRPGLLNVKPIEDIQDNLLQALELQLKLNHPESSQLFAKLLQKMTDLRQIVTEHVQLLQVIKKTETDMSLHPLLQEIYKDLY
# STAT1 blocker: reduces IFN-gamma driven STAT1 reporter signal; inhibition, % at 5.5 µM; NIH 3T3 STAT1-luciferase reporter, luminescence; 200,000 compounds, 0.35% hits;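 active means inhibition above a set limit, the mean inhibition across all tested compounds plus 3 SD, cut at about 34% in these data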;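 further: 0% = IFN-gamma with DMSO and 100% = IFN-gamma with 300 µM nifuroxazide; values of inactives mirror those of a sister screen read the other way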
# ROMK primary: modulators of human ROMK potassium channel; P48048; 130,000 compounds, 2% hits; Tet-inducible ROMK, thallium flux fluorescence; actives lie on both sides; AID 1918; B-score at 10 µM;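 active means signal ratio slope over the read window, or its plate-corrected B-score, at least 3 SD from the plate mean, either direction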;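 further: B-score of the F/F0 ratio slope over 7 to 12 s after thallium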
# STAT3 act: activators of IL-6 induced STAT3 signaling. U3A cells, IL-6 STAT3-luciferase reporter, luminescence; 100% = signal with IL-6 EC80 alone. activation (% of control), % at 5.6 µM. 190,000 compounds, 0.91% hits. AID 871;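 active means activation above the screen-wide mean of compound activation plus 3 SD, cut at about 130% in these data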;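 further: 0% = background luminescence of wells with medium and substrate only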
#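 Test system: STAT3-luciferase reporter U3A cells; Detection: reporter luminescence signal; Times: 1 h compound pre-exposure, 6 h IL-6 stimulation, 37 °C; Benchmarks: IL-6-only high control; Also added: IL-6 stimulus at 33 ng/mL final.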
# bIAP inh: intestinal alkaline phosphatase (bovine) inhibition. purified bovine IAP, CDP-star luminescence, 30 min. inhibition, % at 20 µM. 190,000 tested, under 10 active. AID 1019;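 active means over 50% inhibition of intestinal alkaline phosphatase at 20 µM in the single-dose screen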
#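 Assay system – bovine IAP enzyme · Quantity – bovine IAP at 1/65,000,000 final dilution · Detection – CDP-star luminescence signal · Times – 30 min reaction at room temperature · Also added – CDP-star substrate at 30 µM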
# PPARg SRC2 recr: promotes SRC-2 coactivator recruitment by human PPARgamma; 200,000 compounds, 0.34% hits; P37231; activation, % at 8 µM; PPARgamma LBD-SRC-2 recruitment, biochemical; AID 1032; in the data active means activation above about 22%;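 further: 0% = vehicle and 100% = reference agonist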
# bIAP activator: intestinal alkaline phosphatase (bovine) activation; purified bovine IAP, CDP-star luminescence, 30 min; stronger effect = higher value; fold of DMSO-control signal, blank-subtracted; activation factor at 20 µM; 200,000 compounds, 0.17% hits;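 active means activation factor of 2 or more at 20 µM, a signal rise over negative controls twice the positive control's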
# SRC2 TRFRET art: TR-FRET artefact, counter-screen to PPARgamma/SRC-2 agonist assay; stronger effect = higher value; TR-FRET ratio at 8 µM; 200,000 compounds, 0.4% hits; AID 1049; in the data active means TR-FRET ratio above about 2000; further: inactives centre near 1500
# TNAP act hi DEA: increases human TNAP activity under high phosphate acceptor concentration; purified TNAP, CDP-star luminescence, 1 M DEA, 30 min; stronger effect = higher value; 0 = EDTA background, 1 = DMSO-only activity; activation factor at 20 µM; 200,000 tested, under 10 active; AID 1136;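 active means activation factor at least 2 at 20 µM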
# Target sequence (P05186 whole entry, looked up): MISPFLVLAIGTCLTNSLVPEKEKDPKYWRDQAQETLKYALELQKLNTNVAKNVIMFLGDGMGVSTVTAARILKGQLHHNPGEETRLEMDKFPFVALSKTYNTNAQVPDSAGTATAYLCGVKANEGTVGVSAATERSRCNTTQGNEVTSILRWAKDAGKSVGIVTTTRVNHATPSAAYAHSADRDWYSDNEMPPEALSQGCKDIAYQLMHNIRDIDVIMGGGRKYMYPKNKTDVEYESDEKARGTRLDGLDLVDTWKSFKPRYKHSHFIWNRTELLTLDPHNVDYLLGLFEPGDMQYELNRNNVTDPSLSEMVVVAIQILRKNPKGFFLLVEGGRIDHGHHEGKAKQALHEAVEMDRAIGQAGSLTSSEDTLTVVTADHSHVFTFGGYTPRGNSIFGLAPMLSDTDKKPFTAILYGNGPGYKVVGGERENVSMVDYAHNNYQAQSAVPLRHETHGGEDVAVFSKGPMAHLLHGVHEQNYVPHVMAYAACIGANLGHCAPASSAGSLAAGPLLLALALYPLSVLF
#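 Test system – human TNAP · Doses – 20 µM single point · Incubation – 30 min, room temperature · Signal – luminescent substrate turnover signal · Read-out basis – activation factor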
# PPARg SRC3 recr: promotes SRC-3 coactivator recruitment by human PPARgamma; P37231; biochemical PPARgamma/SRC-3 coactivator recruitment assay; activation, % at 8 µM; 200,000 compounds, 0.26% hits; AID 731; in the data active means activation above about 23%;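 further: 0% = DMSO and 100% = reference agonist; some compounds past the cut are filed as inactive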
# STAT3 blocker: reduces IL-6 driven STAT3 reporter signal | 190,000 compounds, 0.89% hits | AID 862 | inhibition, % at 5.5 µM | U3A cells, IL-6 STAT3-luciferase reporter, luminescence; host cell line lacks STAT1;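 active means inhibition above the mean inhibition across all screened compounds plus 3 SD, cut at about 44% in these data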;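 further: 0% = DMSO only wells and 100% = 100 µM nifuroxazide control wells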
# * hit, by the source's call; · = no result given.
SMILES,PPARg SRC1 recr,STAT1 blocker,ROMK primary,STAT3 act,bIAP inh,PPARg SRC2 recr,bIAP activator,SRC2 TRFRET art,TNAP act hi DEA,PPARg SRC3 recr,STAT3 blocker
Nc1c(C(=O)NCCc2ccccc2)nnn1Cc1ccc(Br)cc1F,6.1,-6.6,·,105.1,15.2,3.6,0.8,1501,1.1,4.5,-2.6
Fc1cccc(F)c1/C=N/N1CCOCC1,9.1,-5.8,0.0203,103.5,3.9,4.0,1,1592,1,2.8,-2.3
COc1cccc(CNC(=O)C(c2ccc(Cl)cc2)C(C)C)c1 (centres undefined),-1.4,9.6,1.34,94.0,-28.3,-3.2,1.3,1752,1.1,-3.8,7.0
CN(C)c1cncc(C(=O)O)c1,2.9,-0.5,·,100.8,-4.3,4.6,1,1591,1,7.7,2.5
COc1ccccc1-c1cc(C(=O)N2CCc3ccccc3C2)c2ccccc2n1,-1.6,7.3,·,125.4,-3.5,4.6,1,1716,1.1,6.6,-23.0
CCOCc1cn(CC(=O)c2ccc([N+](=O)[O-])cc2)c(C)nc1=N,4.0,-8.2,·,102.9,24.4,3.0,0.8,1555,1,1.7,-1.9
O=C1N=C(N2CCCC2)CN1c1ccccc1,2.2,4.7,1.01,99.6,18.1,-8.9,0.8,1357,1,-3.9,4.1
CN(C)c1ccc(C(=O)OCC(=O)NC2CCCCC2)cc1,7.8,-4.3,·,94.6,1.6,6.1,1,1511,1,0.9,9.8
O=S(=O)(c1ccc(-n2cnnn2)cc1)N(C1CCCCC1)C1CCCCC1,-0.2,-0.1,-0.708,97.2,14.6,-4.7,0.9,1337,1.1,-7.0,12.1
COc1ccc(-c2cc(=O)c3cc(OC)ccc3o2)cc1,3.0,-24.9,-0.023,42.5,0.9,-1.9,1,1532,1,0.0,72.7*
COc1ccc(N2C(=S)N=C(Nc3cccc(C)c3)C23CCCCC3)cc1,0.6,4.2,0.00563,82.9,24.9,-5.0,0.8,1541,1,-2.4,19.7
CS(=O)(=O)c1ccc2nc(NC(=O)Nc3ccc(Cl)c(Cl)c3)sc2c1,1.7,-4.7,·,106.1,10.2,5.5,0.9,1432,1,-0.8,-1.3
COc1ccc(-c2nnc(SCC(=O)Nc3ccccc3)n2C)cc1,2.8,2.1,·,102.9,10.9,7.6,0.9,1721,1,12.5,1.7
COc1ccc(COCC(CC(C)C)N2CCN(C(=O)c3cccc(C(F)(F)F)c3)CCC2=O)cc1 (centres undefined),3.7,2.8,-2.28,92.2,-6.5,3.7,1.1,1365,1,-6.5,6.5
Cc1ccc(CNC(=O)C2CCC(=O)N2C2CCCCC2)cc1 (centres undefined),1.9,-2.7,0.845,100.2,-13.3,2.1,1.1,1545,1.1,2.8,7.3
Cn1c(C(=O)N2CCN(Cc3ccc4c(c3)OCO4)CC2)cc2sccc21,10.3,-8.4,-0.812,95.4,3.1,3.8,1,1508,1.1,8.2,6.2
Cc1ccc(C(=O)O/N=C2\CCS(=O)(=O)c3sccc32)cc1,3.5,-1.9,·,91.3,4.0,10.2,1,1667,1,-4.7,21.1
COc1cccc(CN2CCN(C(=O)Nc3ccc([N+](=O)[O-])cc3)CC2)c1,1.1,14.3,-2.82,102.2,-13.1,5.8,1.1,1568,1,1.1,3.3
COc1ccc(NC(=O)CC2S/C(=N\c3nccs3)N(C)C2=O)cc1 (centres undefined),3.9,-11.1,0.51,100.4,-9.8,0.1,1.1,1459,1,-0.3,5.2
CCCC(=O)NC(c1ccc(OC)c(OC)c1)c1c(O)ccc2ccccc12 (centres undefined),1.0,2.4,·,107.2,-1.5,5.0,1,1392,1,2.6,-8.7
CCOCC(=O)Nc1cc(C(F)(F)F)ccc1Oc1cccc(Br)c1,-6.4,1.8,-0.234,102.9,11.7,2.4,0.9,1424,1,-6.5,1.3
COc1ccc2nc(NS(=O)(=O)c3ccc(NC(C)=O)cc3)sc2c1,7.6,-10.6,·,99.7,3.6,7.9,1,1748,1.1,3.9,4.7
O=C(c1ccccc1)N1CCN(c2ncnc3sc4c(c23)CCC4)CC1,9.5,15.3,·,72.0,-26.1,3.4,1.3,1597,1,6.0,35.5
CC1(N2CCOCC2)CC2(O)C(=[N+]1[O-])CCc1c2no[n+]1[O-] (centres undefined),4.2,-3.5,·,105.5,-4.2,8.7,1,1623,1,-2.4,0.2
COc1ccc(NS(=O)(=O)c2cc(Cl)ccc2Cl)cc1S(=O)(=O)N1CCCCC1,1.6,10.6,-1.29,102.1,-3.7,-7.6,1,1311,1,-2.1,5.5
COC(=O)NC(=S)Nc1ccc(Oc2ccc(Cl)cc2Cl)c(Cl)c1,3.5,0.0,0.729,97.4,4.0,4.8,1,1440,1,-8.0,6.4
CC1Oc2ccccc2N(CC(=O)NCc2ccccc2)C1=O (centres undefined),11.1,-23.6,0.0732,106.3,0.8,8.7,1,1694,1,4.2,0.0
Cc1cc(N2C(=O)C3CC=CC(C)C3C2=O)no1 (centres undefined),-6.5,2.8,1.3,102.3,-11.0,-11.4,1.1,1592,1,5.1,1.1
CCOC(=O)N1CCN(CC(O)COc2c(C)cccc2C)CC1 (centres undefined),-12.4,8.2,-1.32,94.1,-7.0,-8.0,1.1,1412,1,1.0,7.3
O=C(CSc1ccc2c(c1)OCCO2)Nc1cccnc1Cl,-1.1,-0.6,·,94.6,1.7,3.8,1,1533,1,6.3,8.6
CSc1ccc(-c2nc(CSCC(=O)NCCCN3CCOCC3)c(C)o2)cc1,-1.3,4.1,-1.43,106.7,7.2,7.4,0.9,1553,1.1,0.3,-3.2
Cc1ccc(NC(=O)c2sc3nc(C)nc(N4CCN(c5ccccn5)CC4)c3c2C)c(C)c1,4.3,14.2,-0.447,98.0,2.6,-3.5,1,2163*,1,-2.2,11.3
CS(=O)(=O)c1ccc(C(=O)NCC2(N3CCCCC3)CCCCC2)cc1,7.0,-1.2,-0.744,94.4,-13.1,8.7,1.1,1533,1,2.1,4.7
CCOC(=O)CSc1n[nH]c(NC(=O)c2ccccc2)n1,-9.3,11.9,·,101.2,9.6,0.4,0.9,1529,1,-1.7,4.7
CC(C)CCC(C)N=Cc1c(O)n(Cc2ccccc2)c(=O)c2ccccc12 (centres undefined),0.3,2.8,·,102.2,42.2,7.7,0.6,1601,1,5.0,5.0
O=[N+]([O-])c1ccc(N=Cc2ccc(Br)c([N+](=O)[O-])c2)cc1,-1.0,7.4,-0.407,101.0,-59.8,7.8,1.6,1521,1,2.5,-3.9
COCCn1cnnc1SCC(=O)Nc1cc(OC)c([N+](=O)[O-])cc1C,3.5,4.3,-0.424,114.4,4.3,-1.9,1,1636,1,-0.4,-8.5
Cc1nc(N2CCC3(CC2)OCCO3)c2nnn(Cc3ccccc3F)c2n1,3.2,-16.6,-0.151,99.5,-9.6,-1.8,1.1,1639,1.1,-3.5,-1.0
COc1cc(C2=NOC(C(=O)NCc3ccc(F)cc3)C2)cc(OC)c1OC (centres undefined),0.3,2.2,·,112.6,-4.6,9.1,1,1459,1,-6.9,-13.3
Clc1ccc(C[n+]2cc(-c3ccccc3)n3c2CCC3)cc1Cl,-1.7,15.8,·,74.6,25.4,-3.8,0.7,1541,1.1,-0.5,31.5

# Random excerpt: four records from the list.
SMILES,PPARg SRC1 recr,STAT1 blocker,ROMK primary,STAT3 act,bIAP inh,PPARg SRC2 recr,bIAP activator,SRC2 TRFRET art,TNAP act hi DEA,PPARg SRC3 recr,STAT3 blocker
CCOC(=O)CSc1n[nH]c(NC(=O)c2ccccc2)n1,-9.3,11.9,·,101.2,9.6,0.4,0.9,1529,1,-1.7,4.7
COC(=O)NC(=S)Nc1ccc(Oc2ccc(Cl)cc2Cl)c(Cl)c1,3.5,0.0,0.729,97.4,4.0,4.8,1,1440,1,-8.0,6.4
CC1(N2CCOCC2)CC2(O)C(=[N+]1[O-])CCc1c2no[n+]1[O-] (centres undefined),4.2,-3.5,·,105.5,-4.2,8.7,1,1623,1,-2.4,0.2
CCOCC(=O)Nc1cc(C(F)(F)F)ccc1Oc1cccc(Br)c1,-6.4,1.8,-0.234,102.9,11.7,2.4,0.9,1424,1,-6.5,1.3

# The listing picks up, repeating the three entries before the break.
SMILES,PPARg SRC1 recr,STAT1 blocker,ROMK primary,STAT3 act,bIAP inh,PPARg SRC2 recr,bIAP activator,SRC2 TRFRET art,TNAP act hi DEA,PPARg SRC3 recr,STAT3 blocker
Cc1nc(N2CCC3(CC2)OCCO3)c2nnn(Cc3ccccc3F)c2n1,3.2,-16.6,-0.151,99.5,-9.6,-1.8,1.1,1639,1.1,-3.5,-1.0
COc1cc(C2=NOC(C(=O)NCc3ccc(F)cc3)C2)cc(OC)c1OC (centres undefined),0.3,2.2,·,112.6,-4.6,9.1,1,1459,1,-6.9,-13.3
Clc1ccc(C[n+]2cc(-c3ccccc3)n3c2CCC3)cc1Cl,-1.7,15.8,·,74.6,25.4,-3.8,0.7,1541,1.1,-0.5,31.5
C=CCn1c(=NC(=O)c2ccco2)sc2cc(C(=O)OC)ccc21,-3.0,0.5,·,85.1,10.3,-4.2,0.9,1637,1,-0.9,16.7
O=C1CCCC2=C1C(c1ccncc1)n1c(nc3ccccc31)N2 (centres undefined),5.3,1.7,-0.336,103.1,-8.3,-5.4,1.1,1403,1,-0.7,4.3
Cc1ccccc1C(=O)c1cccn1CC(=O)NC(C)c1ccc2c(c1)OCCO2 (centres undefined),1.6,-14.6,-0.41,102.5,-9.5,4.1,1.1,1450,1,-3.6,1.9
O=C1c2ccccc2C(=O)N1CCCn1c(=O)oc2ccccc21,2.4,-20.9,0.786*,130.3,9.9,7.1,0.9,1522,1,-6.9,-32.7
CCC(C)[C@@H](C(=O)NCC1CCC(C(=O)O)CC1)n1nnc2ccccc2c1=O (some centres undefined),4.2,1.8,0.541,105.1,4.3,-4.6,1,1346,1,-5.4,0.2
CCc1ccc(NC(=S)N(Cc2cccnc2)Cc2ccco2)cc1,6.4,7.9,-1.61,89.8,5.1,9.9,0.9,1679,1.1,1.5,16.6
COc1ccc([N+](=O)[O-])cc1C(=O)Nc1ccc(OCC(=O)N2CCOCC2)cc1,-2.7,13.8,·,88.1,-17.0,-1.1,1.2,1719,1,-0.8,16.6
CNS(=O)(=O)/C=C/c1ccccc1,0.1,-2.9,1.44,97.9,-0.4,-8.2,1,1506,1,-2.9,4.3
CCS(=O)(=O)c1ccc2c(c1)N(S(C)(=O)=O)CC(C(=O)NCc1ccccc1OC)O2 (centres undefined),-6.5,1.4,·,104.7,0.4,-6.4,1,1663,0.9,-0.2,5.9
Cc1cc(SCCOc2ccccc2)nc(N)n1,-6.3,-32.0,·,102.8,1.4,-7.9,1,1389,1,-12.8,1.4
CCCCOC(=O)CCN1C(=O)/C(=C2\SC(=S)N(CCC(=O)OCCCC)C2=O)SC1=S,-4.4,-0.4,·,98.0,26.9,0.8,0.7,1617,0.9,-3.9,5.3
O=c1c2ccccc2[nH]c2ccccc12,-7.3,2.4,0.107,86.8,-76.5,3.1,1.8,1411,1,0.3,25.5

# High-throughput results deposited in PubChem BioAssay by several laboratories.

# Rows are unselected (roughly 3.7% active in at least one column).
